Source: PubChem BioAssay
LYPLA1 inh = counter-screen for PME1 inhibitors: inhibitors of human LYPLA1; O75608; recombinant LYPLA1, FP-Rh probe fluorescence polarization; inhibition, % at 5.9 µM; hit rate 0.16% among 320,000; AID 2174;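 active = inhibition above the mean of all tested compounds plus 3 SD, set per campaign, cut at about 14% in these data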;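 note: inhibitors block serine hydrolase probe labeling of LYPLA1 so polarization falls; 0% = enzyme with DMSO and 100% = wells lacking LYPLA1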
Target sequence (O75608 whole entry, looked up): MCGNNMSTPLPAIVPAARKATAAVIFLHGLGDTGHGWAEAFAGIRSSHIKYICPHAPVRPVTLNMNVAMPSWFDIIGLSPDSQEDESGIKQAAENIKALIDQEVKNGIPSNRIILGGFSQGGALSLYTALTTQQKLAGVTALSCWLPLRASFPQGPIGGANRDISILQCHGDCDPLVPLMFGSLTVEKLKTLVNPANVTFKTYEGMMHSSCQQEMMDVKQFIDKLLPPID
ZTA DNA inh = counter-screen for EBNA-1 inhibitors: inhibitors of Epstein-Barr virus ZTA. ZTA-DNA binding, fluorescence polarization. inhibition, % at 11 µM. P03206. AID 2234. hit rate 0.15% among 320,000; in the data active = inhibition above about 33%
EBNA-1 inhibitor = blocks EBNA-1 binding to DNA | EBNA-1 DNA binding, fluorescence polarization | inhibition, % at 14.8 µM | hit rate 0.34% among 300,000 | AID 1950; in the data active = inhibition above about 28%
pPAFAH FP inh = pPAFAH (human) enzyme inhibition; hit rate 1.5% among 330,000; AID 463082; inhibition, % at 3.39 µM; recombinant pPAFAH, FP-rhodamine probe fluorescence polarization;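 active = inhibition above the mean inhibition across the screen plus 3 SD, cut at about 25% in these data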;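 note: inhibitors block binding of the rhodamine activity-based probe so polarization drops; 0% = enzyme with DMSO and 100% = wells lacking pPAFAH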
LYPLA2 counter = counter-screen for PME1 inhibitors: inhibitors of human LYPLA2; O95372; recombinant LYPLA2, FP-Rh probe fluorescence polarization; inhibition, % at 5.9 µM; hit rate 0.38% among 320,000;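 active = inhibition above the screen-wide mean plus 3 SD, limit set per campaign, cut at about 26% in these data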;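 note: 0% = LYPLA2 with DMSO and 100% = wells lacking LYPLA2 enzyme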
Target sequence (O95372 whole entry, looked up): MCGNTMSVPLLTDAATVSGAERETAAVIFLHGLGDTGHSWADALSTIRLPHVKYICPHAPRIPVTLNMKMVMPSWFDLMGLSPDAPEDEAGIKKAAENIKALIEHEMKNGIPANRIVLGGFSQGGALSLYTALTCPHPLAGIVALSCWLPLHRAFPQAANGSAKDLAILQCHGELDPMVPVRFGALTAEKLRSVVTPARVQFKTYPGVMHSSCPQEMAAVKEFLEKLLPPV
PREPL inhibitor = inhibitors of human prolyl oligopeptidase-like enzyme PREPL | Q4J6C6 | recombinant PREPL, fluorescence polarization activity-based probe | inhibition, % at 5.96 µM | hit rate 0.68% among 320,000 | AID 2751; in the data active = inhibition above about 43%;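 note: 0% = enzyme with DMSO and 100% = wells lacking enzyme; many of its hits are not listed in these tables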
PAFAH1B3 inh = blocks human PAF acetylhydrolase 1B catalytic subunit 3 | Q15102 | inhibition, % at 3.39 µM | hit rate 0.28% among 340,000 | recombinant PAFAH1B3, FP-rhodamine probe, fluorescence polarization;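 active = inhibition above the screen-wide average of all tested compounds plus 3 SD, cut at about 25% in these data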;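 note: 0% = enzyme with DMSO only and 100% = wells lacking PAFAH1B3 protein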
Target sequence (Q15102 whole entry, looked up): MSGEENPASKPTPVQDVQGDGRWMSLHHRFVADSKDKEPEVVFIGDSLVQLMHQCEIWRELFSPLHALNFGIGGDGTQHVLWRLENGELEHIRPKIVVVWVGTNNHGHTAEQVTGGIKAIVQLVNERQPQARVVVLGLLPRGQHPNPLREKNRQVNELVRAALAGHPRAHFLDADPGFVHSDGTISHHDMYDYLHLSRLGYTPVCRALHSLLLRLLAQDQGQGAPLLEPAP
PAFAH1B2 inh = inhibitors of human PAFAH1B2. hit rate 1.2% among 340,000. recombinant PAFAH1B2, FP-rhodamine activity probe, fluorescence polarization. AID 492953. inhibition, % at 3.39 µM;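 active = inhibition above the mean of all tested compounds plus 3 SD, cut at about 24% in these data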;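 note: 0% = enzyme with DMSO and 100% = wells lacking PAFAH1B2; many of its hits are not listed in these tables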
Target sequence (P68402 whole entry, looked up): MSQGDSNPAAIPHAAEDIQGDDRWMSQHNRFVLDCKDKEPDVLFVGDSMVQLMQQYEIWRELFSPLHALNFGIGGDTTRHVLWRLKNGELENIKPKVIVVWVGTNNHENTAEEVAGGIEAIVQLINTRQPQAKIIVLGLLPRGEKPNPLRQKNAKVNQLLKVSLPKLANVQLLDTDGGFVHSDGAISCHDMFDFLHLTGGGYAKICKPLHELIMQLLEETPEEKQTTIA
PAFAH2 inh = inhibitors of human PAFAH2; Q99487; recombinant PAFAH2, FP-rhodamine activity probe, fluorescence polarization; inhibition, % at 3.39 µM; hit rate 0.99% among 340,000; AID 492956;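 active = inhibition above the mean over all tested compounds plus 3 SD, cut at about 30% in these data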;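 note: inhibitors block probe labeling of enzyme so polarization drops; 0% = enzyme with DMSO and 100% = wells lacking PAFAH2 protein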
* hit, by the source's call; · = no result given.

SMILES	LYPLA1 inh	ZTA DNA inh	EBNA-1 inhibitor	pPAFAH FP inh	LYPLA2 counter	PREPL inhibitor	PAFAH1B3 inh	PAFAH1B2 inh	PAFAH2 inh
CCc1ccc(/C=N/NC(=O)c2nnn(-c3nonc3N)c2CN2CCOCC2)cc1	0	0	-10	3	13	19	9	8	0
CC(C)[C@H](NC(=O)N1CC(=O)Nc2ccccc21)C(=O)N1CCC(C(=O)O)CC1	-4	5	8	6	-3	3	2	7	1
COC(=O)CSc1nc(NC#N)nc(NC(C)(C)C)n1	3	11	-15	2	0	8	5	23	-6
Cc1sc2ncn(CC(=O)OC(C)C(=O)NC(C)(C)C)c(=O)c2c1C (configuration not stated)	-1	-2	3	4	8	1	2	-3	-2
CCOC(=O)N1CCN(C(=O)CN(c2cccc(C)c2)S(=O)(=O)c2ccccc2)CC1	2	6	-4	1	1	5	14	4	2
CN(C)CC(C)(C)CNS(=O)(=O)c1ccc(Cl)cc1	-5	8	-4	2	-4	-1	-1	1	0
O=C(c1ccccc1)N(Cc1ccccc1)c1ccccn1	-2	-12	8	2	3	9	4	4	-11
COc1ccccc1CN(Cc1cccnc1)S(=O)(=O)c1ccc(-n2cnnn2)c(OC)c1	2	10	7	2	10	-4	8	3	-3
O=C(c1ccc(Br)s1)N1CCN(Cc2ccc3c(c2)OCO3)CC1	0	-4	1	-2	5	27	4	0	1
O=C(Nc1ccc(N2CCOCC2)cc1)c1ccc(S(=O)(=O)NCc2ccco2)cc1	-2	-6	6	4	2	4	0	4	-2
COc1ccc(C(O)CNc2ccc(C)cc2)cc1 (configuration not stated)	-3	-10	3	-1	2	16	5	1	-3
Cc1ccc(-c2c3c(=O)n(C)c(=O)n(C)c3cn2-c2ccccc2O)cc1	2	-3	-10	-1	-1	1	0	6	4
O=C(O)COc1ccc2occ(C(=O)c3ccccc3)c2c1	0	13	6	0	2	-3	8	3	2
CC(CNC(=O)c1ccco1)NC(=O)c1ccco1 (configuration not stated)	-1	4	-9	-5	-6	2	7	-3	-5
C=CC[C@@H](CC(=O)NCCO)C(=O)N[C@H](C)COC(=O)[C@@H](CC=C)Cc1ccc(F)cc1	·	·	·	2	·	9	7	7	1
O=C(C1=C[C@@H](c2ccc(C(F)(F)F)cc2)C[C@@H](OCCCCO)O1)N1CCOCC1	-5	8	-1	-2	-8	15	2	3	-6
Cc1ccccc1OCC(=O)NNC(=O)CCc1ccccc1	-1	-7	12	-1	1	8	5	3	10
O=C(CCC1CCCCC1)Nc1cccc(C(=O)Nc2ccc(C(=O)O)cc2)c1	-1	0	-4	-6	0	-5	5	-2	5
CSc1nsc(SCC(=O)Nc2ccc(C(N)=O)cc2)n1	2	-16	-10	4	8	8	15	6	1
O=C(CSc1nnc(-c2cccnc2)n1Cc1ccco1)N1c2ccccc2Sc2ccccc21	-2	-10	0	7	3	-11	-5	5	8
COc1ccc(CCC(=O)Nc2ccc(Br)cn2)cc1	0	10	9	4	-1	-25	-3	0	-5
CNC(=O)NC(=O)COC(=O)c1cccc(S(=O)(=O)N2CC3(C)CC2CC(C)(C)C3)c1 (configuration not stated)	0	6	12	1	-4	-17	0	15	6
CC(C)CC(=O)N1CCN(c2ccc([N+](=O)[O-])c(NCc3ccccc3)c2)CC1	1	-2	12	8	6	9	4	3	2
CCN=C1SC(CC(=O)NC2CCCCC2)C(=O)N1CC (configuration not stated)	0	0	3	0	4	7	5	6	-5
COc1ccc(Cl)cc1Nc1ncnc2sc(C)c(S(=O)(=O)N3CCC(C)CC3)c12	1	-7	-8	-1	-3	9	-21	-3	-6

Quoted at random: 2 compounds from above, in no set order.
SMILES	LYPLA1 inh	ZTA DNA inh	EBNA-1 inhibitor	pPAFAH FP inh	LYPLA2 counter	PREPL inhibitor	PAFAH1B3 inh	PAFAH1B2 inh	PAFAH2 inh
CC(C)[C@H](NC(=O)N1CC(=O)Nc2ccccc21)C(=O)N1CCC(C(=O)O)CC1	-4	5	8	6	-3	3	2	7	1
O=C(CCC1CCCCC1)Nc1cccc(C(=O)Nc2ccc(C(=O)O)cc2)c1	-1	0	-4	-6	0	-5	5	-2	5

The listing continues:
SMILES	LYPLA1 inh	ZTA DNA inh	EBNA-1 inhibitor	pPAFAH FP inh	LYPLA2 counter	PREPL inhibitor	PAFAH1B3 inh	PAFAH1B2 inh	PAFAH2 inh
C[C@H](NC(=O)Nc1ccc2c(c1)OCCO2)C(=O)O	-3	1	10	4	-6	-1	16	1	-2
CCCCN(CCCC)C(=O)c1nsnc1-c1ccccc1O	-1	6	13	3	-4	1	-1	5	10
Nc1nc(Nc2cccc(Cl)c2)nc(NCc2ccco2)c1[N+](=O)[O-]	-17	5	-15	-1	-34	-23	5	4	-11
CCOc1ccc(-n2nnc3c(=O)n(CC(=O)N4CCCc5ccccc54)cnc32)cc1	-4	4	6	5	-9	-4	1	1	-4
Cc1ccc(S(=O)(=O)CCC(=O)OCC(=O)N2CCc3ccccc32)cc1	1	19	2	14	-3	7	-14	2	1
CC(=O)c1nc(N2C(=O)CC(Cc3cccc(C)c3)C2=O)sc1C (configuration not stated)	4	-7	-4	1	7	0	-1	-4	-3
Cc1ccc(N2C(=O)C(Cc3ccccc3)NC2=S)cc1 (configuration not stated)	-1	-2	-5	-4	-3	14	-4	5	-4
CCc1nnc(NC(=O)CCC(=O)N2CCN(S(=O)(=O)c3ccc(OC)cc3)CC2)s1	-2	12	3	1	0	-2	-4	-6	-2
CN1CCN(CCCNC(=O)C2CC(=O)N(C3CCCCC3)C2)CC1 (configuration not stated)	1	-14	-7	2	3	0	0	-1	8
CC1(c2cccc3ccccc23)NC(=O)N(CC(=O)NC2CCS(=O)(=O)C2)C1=O (configuration not stated)	1	2	7	1	-1	4	9	-4	-2
O=C(C1Cc2ccccc2CN1S(=O)(=O)c1cccs1)N1CCCCCC1 (configuration not stated)	0	0	4	4	-5	6	8	10	2
O=c1ccn([C@@H]2O[C@H](COS(=O)(=O)O)[C@@H](O)[C@H]2O)c(=O)[nH]1	·	·	·	-3	·	17	-3	2	-1
O=C(c1ccco1)N1CCN(Cc2nc(Cc3ccccc3)no2)CC1	-5	8	-1	2	1	2	-3	3	0
C(=N\n1cnnc1)/c1cccc(Oc2ccccc2)c1	3	-4	3	-2	6	5	-2	4	-2
Cc1ccc(NC(=O)Cn2nnc(C(=O)NCc3ccco3)c2N)cc1	1	8	-5	0	2	-12	5	7	-1
Cc1noc(C)c1COc1ccc(C(=O)NCCc2ccc(S(N)(=O)=O)cc2)cc1	-2	5	-11	-6	-4	4	7	0	-6
OC[C@@H](O)[C@H](O)C(/C=N/Nc1ccccc1)=N\Nc1ccccc1	1	-3	13	8	2	8	9	7	9
CCCCCCCCCC(=O)N/N=C(\C)c1cccnc1	0	-8	0	1	1	3	-7	4	-4
Cc1ccc(C)c(OCCC(=O)OCC(=O)Nc2ccc(Cl)cn2)c1	-1	-7	-2	17	5	-6	-5	-1	-2
O=C(CCc1ccccc1)N1CCCC(Nc2ccc(F)cc2)C1 (configuration not stated)	4	1	-11	4	1	-2	-2	6	0
CC1CCCCC1NC(=O)COC(=O)c1ccc(S(=O)(=O)N2CCOCC2)cc1 (configuration not stated)	2	0	5	4	3	2	-2	4	-11
C[C@]12c3[nH]c4cc(-c5ccco5)ccc4c3CCN1C(=O)[C@@H](CC(=O)NCCCn1ccnc1)C[C@@H]2C(=O)N1CCCCC1	·	·	·	13	·	·	3	1	3
CC(=O)N1CCN(CC(=O)Nc2ccc([N+](=O)[O-])cc2Br)CC1	2	-11	-6	-2	2	19	3	1	2
Cc1cc(C)nc(SCc2nc3nc(C)cc(C)n3c2Br)n1	-2	-6	2	6	4	10	15	-2	6
COC(=O)c1c(SCc2ccc(C#N)cc2)nc(=O)[nH]c1C	-2	-8	-11	-5	-2	10	5	6	6
COc1cccc(NC(=O)c2ccc[n+](C)c2)c1	-1	-12	-2	4	1	14	12	2	4

Seven entries from above in a different format:
SMILES | LYPLA1 inh | ZTA DNA inh | EBNA-1 inhibitor | pPAFAH FP inh | LYPLA2 counter | PREPL inhibitor | PAFAH1B3 inh | PAFAH1B2 inh | PAFAH2 inh
CC1(c2cccc3ccccc23)NC(=O)N(CC(=O)NC2CCS(=O)(=O)C2)C1=O (configuration not stated) | 1 | 2 | 7 | 1 | -1 | 4 | 9 | -4 | -2
O=C(C1Cc2ccccc2CN1S(=O)(=O)c1cccs1)N1CCCCCC1 (configuration not stated) | 0 | 0 | 4 | 4 | -5 | 6 | 8 | 10 | 2
O=c1ccn([C@@H]2O[C@H](COS(=O)(=O)O)[C@@H](O)[C@H]2O)c(=O)[nH]1 | · | · | · | -3 | · | 17 | -3 | 2 | -1
O=C(c1ccco1)N1CCN(Cc2nc(Cc3ccccc3)no2)CC1 | -5 | 8 | -1 | 2 | 1 | 2 | -3 | 3 | 0
C(=N\n1cnnc1)/c1cccc(Oc2ccccc2)c1 | 3 | -4 | 3 | -2 | 6 | 5 | -2 | 4 | -2
Cc1ccc(NC(=O)Cn2nnc(C(=O)NCc3ccco3)c2N)cc1 | 1 | 8 | -5 | 0 | 2 | -12 | 5 | 7 | -1
Cc1noc(C)c1COc1ccc(C(=O)NCCc2ccc(S(N)(=O)=O)cc2)cc1 | -2 | 5 | -11 | -6 | -4 | 4 | 7 | 0 | -6

Some of the entries so far, comma-delimited:
SMILES,LYPLA1 inh,ZTA DNA inh,EBNA-1 inhibitor,pPAFAH FP inh,LYPLA2 counter,PREPL inhibitor,PAFAH1B3 inh,PAFAH1B2 inh,PAFAH2 inh
Cc1ccc(NC(=O)Cn2nnc(C(=O)NCc3ccco3)c2N)cc1,1,8,-5,0,2,-12,5,7,-1
COc1cccc(NC(=O)c2ccc[n+](C)c2)c1,-1,-12,-2,4,1,14,12,2,4
Nc1nc(Nc2cccc(Cl)c2)nc(NCc2ccco2)c1[N+](=O)[O-],-17,5,-15,-1,-34,-23,5,4,-11

Some of the compounds tested; count on the stated rates, not on these rows.
